Source: PubChem BioAssay
HT1080-NT tox: kills 2HG-producing HT-1080-NT fibrosarcoma cells; HT-1080-NT fibrosarcoma viability, CellTiter-Glo ATP luminescence, 48 h; Potency, µM (highest dose often 46.1 µM), for the others: at the highest dose activity, negative = less viability, hits mostly cytotoxic; actives 1.6% (n = 360,000);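 note: NT is the 2HG producing partner of a matched IDH1 knockdown line; potency is the fitted concentration of half-maximal effect; 0% = DMSO-treated cells and -100% = media-only wells without cells; nearly all actives have a fitted effect of over 55% in size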
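Compounds were tested in concentration-response format on HT-1080-NT cells for 48 hours at 37 degrees C. Cell viability came from CellTiter-Glo luminescence; curves were classified by r2, response magnitude and activity.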
HepG2 tox: kills HepG2 cells in TGF-b inhibitor counter-screen; HepG2 CAGA-GFP viability, ATP luminescence, 18 h; Potency, µM (top dose mostly 46.1 µM), for the others: at the top dose activity change, negative = cytotoxicity, most hits filed as cytotoxic; actives 0.76% (n = 410,000); note: potency is the fitted concentration of half-maximal effect; some results filed as inactive show a strong effect at the top dose
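HepG2 CAGA-GFP cells (1000/well, DMEM with 1% FBS) received compound, then TGF-beta at 500 pg/mL final, and were incubated 18 hours at 37 degrees C. Viability was read by CellTiter-Glo luminescence. Media-only wells were set as complete cell-killing and DMSO as no toxicity.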
HT1080 IDH1KD tx: toxicity to HT-1080 IDH1 knockdown cells (counter line); AID 686971; HT-1080 IDH1 knockdown viability, ATP luminescence, 48 h; Potency, µM (doses to about 46.1 µM), for inactives: at the highest dose activity, negative = toxicity, hits mostly cytotoxic; actives 2% (n = 360,000);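 note: potency is the fitted concentration of half-maximal effect; 0% = DMSO wells and -100% = cell-free medium wells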
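Using the IDH1-knockdown HT-1080 line run in the same batch and compound series as the NT line, viability after 48 h at 37 °C was determined by CellTiter-Glo luminescence and expressed as % activity.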
IL1B secr inh: blocks inflammasome-driven IL-1 beta release. actives 4.7% (n = 360,000). activity change, % at 57.5 µM. THP-1 LPS/ATP IL-1B secretion, AlphaLISA, 16 h; stronger effect = lower value; in the data active = activity change below about -50%; inconclusive = mostly about -30% to -49%; note: % is set by controls: 0 for no effect and ±100 for the full control effect
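Secreted IL-1B measured by AlphaLISA bead assay after 16 h compound exposure of THP-1 cells; compounds (final up to 57.5 uM) added 1 h before LPS (250 ng/mL) and ATP (1.25 mM) stimulation; lower signal means less secretion.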
ATXN2 expr inh: inhibitors of ATXN2 expression | AID 1745845 | Potency, µM (top dose mostly 57 µM), for inactives: top-dose activity change, negative = inhibition, actives largely listed as inhibitors | actives 0.72% (n = 360,000) | HEK-293 ATXN2-luciferase reporter, luminescence, 24 h; note: potency is the fitted concentration of half-maximal effect; % is set by controls: 0 for no effect and ±100 for the full control effect; nearly all actives have a fitted effect of over 55% in size
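ATXN2-luciferase reporter cells (luciferase flanked by upstream and downstream ATXN2 gene portions) were treated 24 h at 37 °C with compounds at up to 57 uM. SteadyGlo luminescence gave expression; GF-AFC fluorescence gave viability.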
KB-3-1 cytotox: kills parental KB-3-1 adenocarcinoma cells | KB-3-1 viability, CellTiter-Glo ATP luminescence, 72 h | Potency, µM (series often up to 46.1 µM), for inactives: top-dose activity change, negative = cytotoxic, most hits filed as cytotoxic | actives 1.4% (n = 400,000); note: potency is the fitted concentration of half-maximal effect; % is set by controls: 0 for no effect and ±100 for the full control effect; nearly all actives have a fitted effect of over 60% in size
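Using CellTiter-Glo luminescence, growth of non-resistant KB-3-1 adenocarcinoma cells is assessed 72 h after pin-tool compound addition at 37 °C. Normalized responses across the concentration series yield fitted curves.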
S2 tox: reduces viability in counter-screen for ATXN expression inhibitors. AID 651635. S2 cells (HEK-293 line with an ATXN2-luciferase reporter) viability, CellTiter-Fluor protease fluorescence, 24 h. actives 0.49% (n = 400,000). Potency, µM (series often up to 56.7 µM), usual class: cytotoxic; note: potency is the fitted concentration of half-maximal effect; nearly all actives have a fitted effect of over 40% in size
SW480 rerep: induces DNA re-replication in SW480 colon adenocarcinoma cells. SW480 DNA re-replication, Hoechst DNA content imaging, 48 h. Potency, µM (series often up to 46.1 µM), for inactives: at the highest dose re-replication activation, actives largely listed as activators. actives 1.8% (n = 340,000). AID 624297; note: potency is the fitted concentration of half-maximal effect; % of control where 0% means no effect; nearly all actives have a fitted effect of over 55% in size
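Readout is total intensity of Hoechst-stained nuclei, excited at 405 nm and collected at 500-530 nm. Compound treatment lasted 48 hr at 37 C in 5% CO2 before staining.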
MCF10A rerep: DNA re-replication induction in MCF 10a cells. Potency, µM (highest dose often 46.1 µM), inactives show at the highest dose activity, positive = re-replication, most hits filed as activators. actives 2.9% (n = 350,000). MCF 10A DNA re-replication, Hoechst nuclear intensity, 48 h. AID 624296; note: potency is the fitted concentration of half-maximal effect; % of control where 0% means no effect; nearly all actives have a fitted effect of over 50% in size
Starred values were filed as active, the others as inactive; i = inactive; ? = inconclusive; . = no result given; & = joins results of further samples; [ ] = another dose, or the depositor's remark. Unless noted, calls come from the whole dose curve; as a rule, active = well fitted curve in the direction sought with a large enough effect; inconclusive = small, poorly fitted or top-dose-only effect, or another doubt; inactive = no such curve, though single readings can be large; an effect the other way counts as inactive or inconclusive.

Compound	HT1080-NT tox	HepG2 tox	HT1080 IDH1KD tx	IL1B secr inh	ATXN2 expr inh	KB-3-1 cytotox	S2 tox	SW480 rerep	MCF10A rerep
O=C(O)c1ccc(-n2ncc(Cl)c(Cl)c2=O)cc1	5.8µM*	-2%	18µM*	-102*	.	-28%	?	.	.
CCN(CC)CCNC(=O)c1cc(S(=O)(=O)N2CCc3ccccc32)cn1C	-19%	-18%	1%	2	7%	15%	?	-11%	25%
CCCCCCOc1ccc(C(CC(=O)NC)C(=O)O)cc1 (configuration not stated)	4%	0%	11%	35	2%	-4%	i	-2%	1%
COC(=O)c1c(NC(=O)C(C)C)sc(C(=O)N2CCOCC2)c1C	19%	-40%	16%	14	-7%	5%	i	-8%	5%
Cc1ccc2cccc(SCC(=O)Nc3ccc(F)cc3)c2n1	?	-19%	-20%	63	-15%	13%	i	0%	-1%
CCOC(=O)c1c(C)[nH]c(/C(C)=N/NC(=O)c2cccnc2)c1C	5%	-7%	7%	-3	.	1%	i	.	.
O=C(CSc1ncnc2c1oc1ccccc12)Nc1cccc(C(F)(F)F)c1	?	-60%	?	3	-20%	21%	?	0%	?
COc1ccc(-n2nc3c(N4CCC(C(=O)NCCc5ccco5)CC4)nnc(C)c3c2C)cc1	?	-12%	?	-51*	-24%	?	i	?	?
C/C(=N\Nc1nc2ccccc2s1)c1ccc2c(c1)OCO2	-29%	-23%	-30%	12	.	-2%	i	0%	-2%
Cc1ccccc1Cn1c2ccccc2c2cnn(CC(=O)NCCc3ccccc3)c(=O)c21	.	1%	.	.	5%	-12%	i	.	.
Cc1sc(NC(=O)c2ccco2)nc1-c1ccccc1	-11%	-40%	-17%	-5	58%[activator]	-4%	i	-3%	-2%
COc1cccc(C(NC(C)=O)c2nc(-c3cnn(C)c3)cs2)c1 (configuration not stated)	8%	8%	21%	-1	2%	0%	i	.	.
COc1ccccc1N1CCN(S(=O)(=O)c2ccc(-c3cnc(C4CC4)o3)cc2)CC1	0%	-12%&-2%	-10%	28	-13%	?	i	-10%	?
Cc1nn(CC(O)COc2ccc3c(c2)CCC3)c(C)c1Br (configuration not stated)	-9%	-62%	-12%	2	-20%	-19%	i	-1%	10%
COc1ccc(C)cc1Nc1nc(-c2ccccc2O)nc2ccccc12	0%	-11%	-4%	10	-14%	8%	i	-12%	?
CCOC(=O)CSc1nc2sc3c(c2c(=O)n1CC)CC(C)(C)OC3	-4%	0%	12%	0	4%	5%	i	-2%	2%
O=C(NC(N1CCCCCC1)C(Cl)(Cl)Cl)c1ccccc1Cl (configuration not stated)	17%	2%	11%	-5	1%	10%	i	-3%	9%
COc1ccc(OC)c2c1cc(C(=O)N[C@@H](C)C(=O)N[C@@H](C(=O)O)c1ccccc1)n2C	14%	3%	7%	6	5%	-1%	i	-13%	2%
Cc1nnc2sc(SCC(=O)Nc3ccc(Br)cc3)nn2c1=O	-15%	-10%	-1%	0	-11%	7%	i	-15%	3%
COc1cccc(-c2noc(CCC(=O)NCCc3ccccc3)n2)c1	1%	5%	-4%	7	-33%	0%	i	-9%	-5%
CCC1(c2ccccc2)NC(=O)N(CC(=O)Nc2ccccc2C(=O)N2CCCCC2)C1=O (configuration not stated)	2%	-54%	-1%	7	-2%	-1%	i	4%	-1%
Cc1nnc(N2CCN(c3ccccc3F)CC2)c2c1nnn2Cc1ccccc1	.	0%	.	.	-10%	0%	i	.	.
O=C(Cn1cc(COc2ccccc2C(F)(F)F)nn1)c1ccc(O)cc1	5%	1%	-1%	-3	5%	-4%	i	2%	1%
CC(C)(C)NCC(O)CON=C1c2ccccc2-c2ccccc21 (configuration not stated)	18µM*	11µM*	15µM*	-98*	-36%	?	.	?	?
COC(=O)C1CCN(C(=O)c2ccc(OC3CCN(Cc4ccccn4)CC3)cc2)CC1	9%	5%	12%	16	10%	11%	i	-3%	3%
COc1ccc(-n2cc(CN(C)C3CCOCC3)c(-c3cccc(F)c3)n2)cc1	?	-3%	?	-12	-11%	20%	i	-2%	24%
CC(C)OCCCNC(=O)c1cc(-c2cccnc2)nc2ccccc12	4%	3%	6%	17	9%	12%	i	1%	-8%
Cc1ccc2c(c1)N(CC(=O)N1CCCCC1)C(=O)CO2	4%	-10%	7%	-6	4%	?	i	1%	3%
O=C(CN1C(=O)c2ccccc2C1=O)N1CCN(C2c3ccccc3-c3ccccc32)CC1	13%	-3%	12%	8	-6%	1%	i	11%	-30%[inhibitor]
O=S(=O)(Nc1nc2ccccc2nc1Cl)c1ccc(F)cc1	-2%	-23%	-7%	4	.	-1%	i	-2%	2%
Cc1cccc(COC[C@H](CC(C)C)N2CCN(C(=O)c3ccc(C(F)(F)F)cc3)CCC2=O)c1	-24%	.	?	?	?	?	.	.	.
COc1ccc(OCCCC(=O)Nc2ccc(N3CCCCC3)cc2)cc1	4%	0%	10%	1	-6%	-13%	i	0%	-19%
Cc1cc(C)c(C)c(S(=O)(=O)NC(C)C(=O)O)c1C (configuration not stated)	-9%	-1%	-3%	-22	.	0%	i	-19%	-1%
Cc1ccc(Nc2nc(-c3sc(NC(=O)c4ccccc4)nc3C)cs2)cc1	-19%	-70%	-13%	-14	9%	-6%	i	-1%	0%
Clc1ccc(OCCN2CCOCC2)cc1Cl	17%	0%	8%	-7	12%	6%	i	0%	12%
COc1ccccc1C(=O)N1CCCC1(C#N)c1ccccc1 (configuration not stated)	-6%	16%	2%	12	-2%	-1%	i	-6%	-5%
O=C(NCc1ccc2c(c1)OCO2)C1Cc2ccccc2CN1C(=O)c1ccco1 (configuration not stated)	6%	-1%	8%	-2	0%	9%	i	-3%	-8%
CC(C)C[C@H]1CN([C@@H](Cc2ccccc2)CN2CCC[C@@H]2CN2C(=O)C(=O)NC[C@@H]2Cc2ccccc2)C(=O)C(=O)N1CC1CCCCC1	?	20µM*	16µM*	-59*	?	?	20µM*	.	.
CCOC(=O)CCC(=O)NNC(=O)COc1ccc(C(C)C)cc1Br	0%	-3%	5%	0	.	6%	i	3%	5%
COc1ccccc1-c1cn(-c2ccccc2)c(=S)[nH]1	-13%	14%	-22%	8	7%	?	i	?	3%
O=C(CN1C(=O)C2CC=CCC2C1=O)Nc1ccc(-c2nnc3n2CCCCC3)cc1 (configuration not stated)	12%	3%	10%	-3	4%	4%	i	-13%	9%
Cc1ccc(S(=O)(=O)N2[C@@H](c3cccc(Cl)c3)C(C(=O)OC(C)(C)C)=CC[C@H]2c2cccc(Cl)c2)cc1	3%	-5%	8%	6	-7%	0%	i	.	.
COc1ccccc1C1=NOC(C)(c2nnc(-c3cccc(Cl)c3)o2)C1 (configuration not stated)	18%	-21%	1%	1	-8%	-22%	i	3%	?
O=C(NCCc1ccc(Cl)cc1)C1CCCN(S(=O)(=O)c2cnc[nH]2)C1 (configuration not stated)	-5%	1%	0%	13	5%	2%	i	14%	4%
CC(C)(C)n1cnc2cc(NC(=O)c3ccc(Cl)cc3)ccc21	-24%	-5%	?	?	57%[activator]	-1%	i	-122%[inhibitor]	?
COCC(C)NC(=O)NC1(C(F)(F)F)Oc2ccc(Cl)cc2O1 (configuration not stated)	-21%	-42%	?	58	-22%	?	?	11%	?
O=S(=O)(NCC(Nc1ccc(Cl)cc1)c1ccccc1)c1ccc(Cl)cc1 (configuration not stated)	-30%	-66%	?	-11	?	?	i	?	3.3µM*
CN1CCc2c(sc3c2c(=O)n(-c2ccccc2)c2nnc(SCc4ccccc4)n32)C1	19%	-6%	13%	0	?	24%	?	0%	-1%
CCOC(=O)C1=C(COC(=O)C(CC)Oc2ccccc2)NC(=O)NC1C (configuration not stated)	-8%	-9%	-1%	14	-2%	-5%	i	-3%	-3%
O=C(Nc1ccc(F)cc1)C(=O)c1cn(CC(=O)N2CCOCC2)c2ccccc12	-24%	14%	?	9	28%	?	i	?	-2%
CSc1ccc(/C=C(/NC(=O)c2ccccc2)C(=O)N2CCN(C)CC2)cc1	5%	0%	-3%	-17	-7%	-1%	i	-63%[inhibitor]	?
COc1cc(CC(=O)Nc2cccc(SC)c2)cc(OC)c1OC	-18%	-8%	-29%	7	-19%	-26%	i	2%	7%

Given with values under each structure: four of the compounds above.
Every second line gives: HT1080-NT tox | HepG2 tox | HT1080 IDH1KD tx | IL1B secr inh | ATXN2 expr inh | KB-3-1 cytotox | S2 tox | SW480 rerep | MCF10A rerep
Clc1ccc(OCCN2CCOCC2)cc1Cl
 : 17% | 0% | 8% | -7 | 12% | 6% | i | 0% | 12%
COc1ccccc1C(=O)N1CCCC1(C#N)c1ccccc1 (configuration not stated)
 : -6% | 16% | 2% | 12 | -2% | -1% | i | -6% | -5%
O=C(NCc1ccc2c(c1)OCO2)C1Cc2ccccc2CN1C(=O)c1ccco1 (configuration not stated)
 : 6% | -1% | 8% | -2 | 0% | 9% | i | -3% | -8%
CC(C)C[C@H]1CN([C@@H](Cc2ccccc2)CN2CCC[C@@H]2CN2C(=O)C(=O)NC[C@@H]2Cc2ccccc2)C(=O)C(=O)N1CC1CCCCC1
 : ? | 20µM* | 16µM* | -59* | ? | ? | 20µM* | . | .
